Assay outcomes (PubChem BioAssay)
hgDAF-12 ag: H. glycines DAF-12 receptor agonists, primary screen, cell-based, luminescence, HEK293, GAL4 fusion, UAS-luciferase; Nuclear hormone receptor DAF-12 (Heterodera glycines), GAL4 fusion; HEK293 GAL4-hgDAF12 UAS-luciferase reporter, agonist luminescence; normalized to butyrate control; activation, % at 6.8 µM; 370,000 tested, 1.8% active; AID 687014, 2013;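 active means activation above a cutoff set at the mean of all screened compounds plus 3 SD, cut at about 10% in these data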;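 further: 0% = DMSO wells and 100% = sodium butyrate wells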
hcDAF-12 act: H. contortus DAF-12 nuclear receptor activators, primary screen, cell-based, luminescence, HEK293, lit1-tk-luc reporter. AID 652067, 2013. HEK293 hcDAF-12 lit1-tk-luc reporter; 0% DMSO, 100% Δ7-dafachronic acid. 370,000 tested, 1.4% active. activation, % at 6.8 µM;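 active means activation above the mean of all tested compounds plus 3 SD, cut at about 5.5% in these data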;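 further: 100% = response to 3 µM Δ7-dafachronic acid high control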
DAX1 inh-1: DAX1 (NR0B1) inhibitors on StAR promoter, primary screen, cell-based, luminescence, SF-1 (NR5A1), full-length DAX-1; HEK293T StAR-luciferase reporter, SF-1/DAX-1 repression relief; AID 652010, 2013; inhibition, % at 6.8 µM; 370,000 tested, 1.1% active;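 active means inhibition above the mean over all tested compounds plus 3 SD, cut at about 3.6% in these data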;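 further: 0% = DAX-1 cells with DMSO and 100% = cells lacking DAX-1 with DMSO; higher inhibition means more luminescence from relief of DAX-1 repression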
ADAM10 inh: human ADAM10 inhibitors, primary screen, biochemical, QFRET, HTS; 370,000 tested, 0.62% active; recombinant ADAM10, EDANS/DABCYL FRET peptide cleavage, 3 h; AID 720582, 2013; Disintegrin and metalloproteinase domain-containing protein 10 (Homo sapiens), O14672; inhibition, % at 7 µM;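 active means inhibition above a per-campaign cutoff equal to the mean of compounds falling between control-based bounds plus 3 SD, cut at about 20% in these data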;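 further: 0% = DMSO wells while the 100% control is not disclosed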
DAX1 inh-2: DAX1 (NR0B1) inhibitors, primary screen, cell-based, HEK293, Gal4-DAX1, luciferase luminescence | inhibition, % at 6.75 µM | 340,000 tested, 0.99% active | HEK293 Gal4-DAX1 luciferase reporter | AID 504766, 2011;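 active means inhibition above the mean over all tested compounds plus 3 SD, cut at about 4.2% in these data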;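 further: 0% = DAX1-transfected cells with DMSO and 100% = empty-vector control cells with DMSO; inhibition shows as a rise in luminescence from relieved DAX1 repression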
PLC-gamma1 inh: PLC-gamma1 enzyme inhibitors, primary screen, biochemical, fluorescence, purified enzyme; fluorogenic substrate; inhibition, % at 12.2 µM; 370,000 tested, 0.84% active; in the data active means inhibition above about 9.5%
FXN GAA850 act: FXN promoter activators, primary screen, cell-based, luciferase luminescence, HEK293 lucGAA850; HEK293 lucGAA850 FXN promoter luciferase reporter, 24 h; percent of 10 µM SAHA response; 360,000 tested, 0.56% active; AID 540364, 2011; activation, % at 6 µM;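 active means activation above the average of all compounds screened plus 3 SD, cutoff fixed separately per campaign, cut at about 7.5% in these data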;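 further: 0% = DMSO wells and 100% = 10 µM SAHA wells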
sPLA2-III inh: human group III sPLA2 inhibitors, primary screen, biochemical, QFRET, BODIPY PC-A2 liposome substrate; 370,000 tested, 0.56% active; AID 743126, 2013; inhibition, % at 12.2 µM; QFRET BODIPY PC-A2 liposome hydrolysis, fluorescence;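 active means inhibition above mean plus 3 SD of compounds lying within the high and low control bounds, cut at about 19% in these data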;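 further: 0% = median of test compound wells and 100% = no enzyme DMSO wells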
ADAM17 inh: ADAM17 inhibitors, primary screen, biochemical, QFRET; inhibition, % at 6.95 µM; Disintegrin and metalloproteinase domain-containing protein 17 (Homo sapiens), P78536; recombinant ADAM17, EDANS/DABCYL FRET peptide cleavage; AID 720648, 2013; 370,000 tested, 0.83% active;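 active means inhibition above the mean of compounds lying between control limits plus 3 SD, set per campaign, cut at about 8.5% in these data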;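 further: 0% = DMSO-only wells as the low control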
ssDAF12 agonist: S. stercoralis DAF-12 nuclear receptor activators, primary screen, cell-based, luminescence, HEK293, GRIP1 co-expression, lit1-tk-luc. AID 652126, 2013. HEK293 ssDAF-12/GRIP1 lit1-tk-luc reporter; % of 3 µM dafachronic acid response. activation, % at 6.8 µM. Nuclear hormone receptor DAF-12 (Strongyloides stercoralis). 370,000 tested, 1% active;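 active means activation above the mean over all tested compounds plus 3 SD, cut at about 0.9% in these data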;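 further: 0% = DMSO-only wells and 100% = 3 µM delta7-dafachronic acid wells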
PLCb3 inh: human PLC-beta3 inhibitors, primary screen, biochemical, fluorescence; Purified PLC-beta3, fluorogenic substrate; 370,000 tested, 0.18% active; inhibition, % at 12.2 µM; AID 720704, 2013; in the data active means inhibition above about 11%;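 further: 0% = median of compound wells on plate and 100% = full blocker control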
Target sequence (Q01970 whole entry, looked up): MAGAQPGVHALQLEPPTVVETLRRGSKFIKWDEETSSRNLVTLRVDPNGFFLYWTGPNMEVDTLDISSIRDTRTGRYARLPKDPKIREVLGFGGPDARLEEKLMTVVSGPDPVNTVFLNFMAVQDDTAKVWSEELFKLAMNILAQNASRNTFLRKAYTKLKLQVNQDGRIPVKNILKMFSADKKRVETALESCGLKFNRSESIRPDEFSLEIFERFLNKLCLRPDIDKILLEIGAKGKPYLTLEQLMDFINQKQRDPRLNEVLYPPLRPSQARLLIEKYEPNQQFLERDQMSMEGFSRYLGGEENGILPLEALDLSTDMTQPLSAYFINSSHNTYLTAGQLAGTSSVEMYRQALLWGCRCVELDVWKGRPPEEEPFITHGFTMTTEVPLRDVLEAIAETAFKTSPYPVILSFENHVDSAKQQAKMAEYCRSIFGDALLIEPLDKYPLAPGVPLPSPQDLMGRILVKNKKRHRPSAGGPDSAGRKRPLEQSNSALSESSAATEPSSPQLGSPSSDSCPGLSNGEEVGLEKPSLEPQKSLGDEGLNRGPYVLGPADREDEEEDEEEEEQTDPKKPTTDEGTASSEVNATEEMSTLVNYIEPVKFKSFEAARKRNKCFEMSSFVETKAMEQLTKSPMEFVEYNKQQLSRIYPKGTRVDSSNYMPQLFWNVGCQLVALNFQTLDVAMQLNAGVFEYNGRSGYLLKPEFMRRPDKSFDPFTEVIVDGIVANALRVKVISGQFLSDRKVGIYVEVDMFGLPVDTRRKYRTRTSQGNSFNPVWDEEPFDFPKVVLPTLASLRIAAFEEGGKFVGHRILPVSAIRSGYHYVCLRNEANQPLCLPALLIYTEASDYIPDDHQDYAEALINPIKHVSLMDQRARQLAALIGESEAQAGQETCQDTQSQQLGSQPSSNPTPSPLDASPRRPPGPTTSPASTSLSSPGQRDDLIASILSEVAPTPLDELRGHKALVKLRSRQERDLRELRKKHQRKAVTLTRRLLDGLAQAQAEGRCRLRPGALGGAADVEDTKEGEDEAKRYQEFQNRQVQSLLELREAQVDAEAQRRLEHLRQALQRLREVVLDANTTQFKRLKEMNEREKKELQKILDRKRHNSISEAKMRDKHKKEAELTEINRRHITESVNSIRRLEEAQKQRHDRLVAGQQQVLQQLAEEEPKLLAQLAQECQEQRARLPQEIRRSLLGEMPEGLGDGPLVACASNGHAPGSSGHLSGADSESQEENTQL
The depositor's hits bear a star; i = inactive; / = no result given.

The line under a structure holds: hgDAF-12 ag	hcDAF-12 act	DAX1 inh-1	ADAM10 inh	DAX1 inh-2	PLC-gamma1 inh	FXN GAA850 act	sPLA2-III inh	ADAM17 inh	ssDAF12 agonist	PLCb3 inh
Cc1ccccc1N1CC(C(=O)Nc2ccc3c(c2)OCO3)CC1=O (centres undefined)
 : 1.6	1.2	-0.3	-6.2	0.0	-1.9	2.1	1.9	3.3	-1.1	-8.8
Cc1ccccc1CNC(=O)c1cc2ccccc2o1
 : -1.0	-1.9	-0.1	-1.2	0.0	0.7	2.4	3.9	-2.1	-0.4	-2.4
Cc1ccc(-c2cc(-c3ccco3)c3c(N)c(C(=O)NN)oc3n2)cc1
 : 1.4	-0.6	-0.3	-46.2	1.3	-146.8	2.6	-11.6	-17.3	-1.3	-233.6
Cc1ccc(C(O)(C(=O)NNS(=O)(=O)c2ccc(C)cc2)c2ccc(C)cc2)cc1
 : -0.1	-1.0	-0.1	2.6	-0.8	-2.8	1.4	-28.9	2.2	-1.1	-2.2
C=CCc1cc(OC)ccc1OCCN1CC(C)OC(C)C1 (centres undefined)
 : 0.1	2.1	-0.2	3.9	-1.1	3.7	1.8	0.8	1.1	-0.7	-0.5
CCCc1nc2ccc(C)cn2c1Cc1ccc(C)cc1
 : 13.8*	4.5	1.3	-51.7	/	-10.4	/	-3.1	-14.5	-0.2	-17.1
COc1cccc(OC)c1C(=O)NC(=S)Nc1ccc2c(c1)C(=O)N(C)C2=O
 : -1.4	1.6	-0.2	0.9	0.2	-3.8	0.2	11.5	-6.0	-0.8	-4.0
CCn1cc(C(=O)NCCOC)c(=O)c2ccc(C)nc21
 : -0.4	-0.8	0.0	12.3	-0.1	5.7	2.4	3.7	4.3	-1.1	5.1
O=C(Nc1ccc(F)cc1)Nc1ccc(Cl)cn1
 : 7.6	-0.8	0.3	4.0	0.5	-1.1	3.6	3.4	-0.9	-1.3	-1.8
COc1cccc(NC(=S)N(CCCN2CCOCC2)C(C)c2cc3ccccc3o2)c1 (centres undefined)
 : 2.1	-1.6	-0.7	1.6	-0.2	-1.7	-0.4	1.9	-2.0	-1.6	1.7
Cc1noc2ncnc(Sc3ccccc3Cl)c12
 : 1.9	1.2	-0.9	3.2	0.1	2.7	-1.2	0.0	-0.5	-0.4	4.7
COc1ccccc1NC(=O)c1ccc(NS(=O)(=O)c2ccc(F)c(F)c2F)cc1
 : -1.9	-0.5	-0.7	2.5	-1.6	0.2	4.1	-39.1	3.2	-1.1	-2.3
CCOC(=O)C1=NNC(C(=O)OCC)C1C(=O)OCC (centres undefined)
 : -0.7	-1.5	-0.2	19.5	2.3	3.5	-0.2	-5.2	1.1	-0.8	-0.5
Cc1cc(C(=O)NC2CCC(O)CC2)c(C)o1 (centres undefined)
 : -1.5	-2.2	-1.1	-9.9	-0.3	-1.3	1.3	-1.1	2.3	-0.9	-1.9
Nc1nnnn1/N=C/c1cc(Cl)cc(Cl)c1O
 : 1.0	0.4	0.3	-12.5	0.1	-12.4	2.5	0.3	-7.6	-1.5	-17.8
O=C(Cn1c(-c2cscn2)nc2ccccc21)Nc1ccc2ccccc2c1
 : -3.0	-0.7	-0.7	-5.4	0.3	1.4	4.1	-20.2	-2.6	-0.9	-1.5
COc1cccc(C2CC(=O)N3CN(c4cccc(Cl)c4C)CSC3=C2C#N)c1OC (centres undefined)
 : 2.0	2.3	0.8	-2.5	0.2	-3.9	-1.2	3.5	-3.7	-1.3	-3.3
COc1cccc(-c2c(-c3cc(OC)cc(OC)c3)n(C)c3ccc(-c4ccc5[nH]ccc5c4)cc23)c1
 : 1.0	-1.0	-0.1	-36.0	0.1	-21.4	0.6	9.3	-9.9	-0.8	-22.6
COc1ccc(C(C)=O)cc1Cn1c(C)c(C(=O)NC2CC2)sc1=O
 : -1.6	-2.5	0.3	1.3	/	1.1	-0.5	-1.5	0.0	-0.8	3.7
Cc1cc(C)cc(NC(=O)C2CCCN(c3nc(C)cc(C)n3)C2)c1 (centres undefined)
 : 3.2	0.1	-0.8	-5.2	-0.4	-0.4	-1.2	-5.9	-3.9	-0.9	-0.1
CC1(C)CC(=O)c2sc(NC(=O)C3COc4ccccc4O3)nc2C1 (centres undefined)
 : 7.0	1.5	1.6	-24.5	2.3	-7.5	1.8	-2.5	-3.3	1.6*	-3.7
Cc1oc2c(CN3CCOCC3)c(O)ccc2c(=O)c1-c1ccccc1
 : 0.9	0.7	0.6	i	0.2	i	-2.4	-5.5	-344.9	-1.9	i
C=CCC1NS(=O)(=O)OC2CCCCC12 (centres undefined)
 : 2.3	-0.3	0.5	-6.8	0.6	-0.6	2.0	0.1	-3.7	-1.0	1.0
O=C(Cn1cc(C(F)(F)F)ccc1=O)Nc1ccc2c(c1)OCCO2
 : -0.7	-0.5	-0.7	-13.1	-0.4	-0.2	1.1	17.2	-1.9	-1.4	-0.8
COc1ccccc1-n1c(C)nc2cc(C(=O)NCCN3CCOCC3)ccc21
 : -4.4	-0.9	-0.3	-12.3	-1.4	-0.8	4.2	6.8	-4.2	-0.8	1.0
Cc1ccc(NC(=S)NC(=O)c2ccc(Br)o2)c(C)c1
 : 4.2	0.3	1.1	-2.4	1.8	0.5	5.2	9.2	-3.7	-0.4	0.1
CCOc1ccccc1CN1CCN(Cc2ccc(C)o2)C(CCO)C1 (centres undefined)
 : -1.0	1.5	-0.3	-7.6	0.4	-1.5	-1.4	2.4	-1.9	-0.8	0.3
CCN(CC)C(=O)CN(C#N)c1nc(Cl)nc(N(C)C)n1
 : -3.4	0.3	-0.4	-0.7	0.4	-1.9	1.4	-1.6	0.3	-0.7	2.6
CCN(CC)C(=O)C(=O)N/N=C/c1ccc(F)cc1
 : -0.5	-1.7	0.2	-3.1	0.0	-2.2	-0.3	2.1	-4.3	-1.7	-5.0
CC(C)CCN1CCN(Cc2coc3ccccc3c2=O)CC1CCO (centres undefined)
 : 3.4	0.2	0.4	4.0	0.1	-0.9	-0.9	1.1	-4.2	-1.4	-4.4
COc1ccc(NS(=O)(=O)c2c(C)cc(C)cc2C)cn1
 : -1.8	-0.3	0.0	11.6	-1.1	3.8	-0.9	-8.8	4.9	-1.0	-2.7
COc1cc(CN2CCNC(=O)C2CC(=O)NC2CCCCC2)cc(OC)c1 (centres undefined)
 : 2.1	-1.4	2.0	-15.2	0.4	-5.8	3.0	-4.8	-2.4	-0.1	-12.1
NS(=O)(=O)c1ccc(CCNC(=O)c2ccncc2)cc1
 : -0.6	-1.8	-0.1	9.1	4.1	6.5	3.6	10.1	-4.6	-1.0	-6.1
COC(=O)C1=C(N)Oc2cc(C)[nH]c(=O)c2C1c1ccc(Cl)cc1 (centres undefined)
 : -0.3	-2.2	0.1	-4.8	-1.4	2.5	0.4	-2.5	-4.3	-1.3	-19.9
OCC1OC(n2cnc3ncccc32)C(O)C1O (centres undefined)
 : -1.1	-0.5	-0.2	-8.7	/	1.3	/	-3.0	-3.6	-1.2	1.4
CC(C)(C)NC(=O)c1cccc(NC(=O)Cc2cccs2)c1
 : -2.0	-1.0	-0.1	5.2	0.7	0.6	1.6	1.6	-2.1	-1.4	-5.4
COc1ccc(N2CCN(C(=O)c3ccccc3NS(=O)(=O)c3ccc(C)cc3)CC2)cc1
 : 3.1	0.1	0.2	3.0	-0.6	-5.9	1.5	-10.7	-0.6	-0.2	-13.0
NC(=O)NCCc1ccccc1
 : -1.7	-0.4	0.2	2.2	-1.2	0.4	1.2	4.7	-0.6	-1.4	3.0
CC(=O)Nc1ccc(S(=O)(=O)N(C)CC(=O)N/N=C/c2ccncc2)cc1
 : -1.6	0.8	0.4	-5.2	-1.6	0.3	2.0	3.2	-0.3	-1.1	1.2
COC(=O)c1c(NC(=O)C2CC(=O)NN2Cc2ccccc2)sc(C)c1C (centres undefined)
 : -2.1	-2.9	-0.2	-2.2	1.4	-0.5	0.9	-14.2	-4.6	-1.6	-4.1
CC(=O)Oc1c(C)c(OC(C)=O)c2c(c1C(C)=O)OC1CC(=O)C(C(C)=O)=C(O)C21C (centres undefined)
 : 0.4	-1.7	-0.1	7.4	-0.7	-4.1	1.0	-14.9	-1.8	-1.1	-10.4
CC1CN(C(=O)c2ccc(NS(=O)(=O)c3ccc(F)cc3)cc2)CC(C)O1 (centres undefined)
 : -1.1	1.6	-0.1	2.6	-0.7	1.1	2.0	-0.2	-3.8	-1.3	-7.1

ssDAF12 agonist, what is marked active above.
molecule	hcDAF-12 act	DAX1 inh-1	ADAM10 inh	DAX1 inh-2	PLC-gamma1 inh	FXN GAA850 act	sPLA2-III inh	ADAM17 inh	ssDAF12 agonist	PLCb3 inh
CC1(C)CC(=O)c2sc(NC(=O)C3COc4ccccc4O3)nc2C1 (centres undefined)	1.5	1.6	-24.5	2.3	-7.5	1.8	-2.5	-3.3	1.6*	-3.7
